# HepG2 tox = HepG2 cytotoxicity, counter-screen for TGF-b inhibitors | Potency, µM (titrated, usually from 46.1 µM), inactives show at the top dose activity change, negative = cytotoxicity, hits mostly cytotoxic | 0.76% of 410,000 active | HepG2 CAGA-GFP viability, ATP luminescence, 18 h; also: potency is read from the fitted curve at half-maximal effect; some results filed as inactive show a strong effect at the top dose
#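 HepG2 CAGA-GFP cells (1000/well, DMEM with 1% FBS) received compound, then TGF-beta at 500 pg/mL final, and were incubated 18 hours at 37 degrees C. Viability was read by CellTiter-Glo luminescence. Media-only wells were set as complete cell-killing and DMSO as no toxicity.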
# KB-3-1 cytotox = kills parental KB-3-1 adenocarcinoma cells; KB-3-1 viability, CellTiter-Glo ATP luminescence, 72 h; Potency, µM (titrated, usually from 46.1 µM), for the others: at the top dose activity change, negative = cytotoxic, most hits filed as cytotoxic; 1.4% of 400,000 active; AID 1347075; also: potency is read from the fitted curve at half-maximal effect; % is scaled to controls: 0 for no effect and ±100 for the full control effect; nearly all actives have a fitted effect of over 60% in size
#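 Cytotoxicity measured as CellTiter-Glo luminescence after 72 h at 37 C. Compound titrations were pinned onto drug-naive KB-3-1 parental adenocarcinoma cells grown in DMEM with 10% FBS, and normalized data fitted to concentration-response curves.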
# HT1080NT lethal = kills 2HG-producing HT-1080-NT fibrosarcoma cells; 1.6% of 360,000 active; Potency, µM (top dose mostly 46.1 µM), for inactives: top-dose activity, negative = less viability, most hits filed as cytotoxic; HT-1080-NT fibrosarcoma viability, CellTiter-Glo ATP luminescence, 48 h; AID 686970;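 also: NT is the 2HG producing partner of a matched IDH1 knockdown line; potency is read from the fitted curve at half-maximal effect; 0% = DMSO-treated cells and -100% = media-only wells without cells; nearly all actives have a fitted effect of over 55% in size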
#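 HT-1080-NT fibrosarcoma cells (2HG-overproducing), 750 cells/well in RPMI with 5% FBS, dosed after 2 h and incubated 48 h at 37C. CellTiter-Glo luminescence normalized to DMSO and no-cell wells; concentration-response curves fitted and classed.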
# ATXN2 expr inh = ATXN2 expression inhibition; HEK-293 ATXN2-luciferase reporter, luminescence, 24 h; Potency, µM (doses to about 57 µM), for inactives: at the top dose activity change, negative = inhibition, usual class: inhibitors; 0.72% of 360,000 active; AID 1745845; also: potency is read from the fitted curve at half-maximal effect; % is scaled to controls: 0 for no effect and ±100 for the full control effect; nearly all actives have a fitted effect of over 55% in size
#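 qHTS (up to 57 uM final) was run with 24 h compound exposure of reporter cells at 37 °C. Each well was multiplexed: SteadyGlo luminescence measured ATXN2-luciferase expression after a fluorogenic Gly-Phe-AFC viability readout (25 uM final).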
# MCF10A rerep = inducers of DNA re-replication in MCF 10A breast cells; MCF 10A DNA re-replication, Hoechst nuclear intensity, 48 h; Potency, µM (highest dose often 46.1 µM), for the others: at the top dose activity, positive = re-replication, usual class: activators; 2.9% of 350,000 active; also: potency is read from the fitted curve at half-maximal effect; % of control where 0% means no effect; nearly all actives have a fitted effect of over 50% in size
# IL1B secr inh = inflammasome signaling inhibition, IL-1 beta readout; AID 743279; THP-1 LPS/ATP IL-1B secretion, AlphaLISA, 16 h; hits give low values; activity change, % at 57.5 µM; 4.7% of 360,000 active; in the data active = activity change below about -50%; inconclusive = mostly about -30% to -49%; also: % is scaled to controls: 0 for no effect and ±100 for the full control effect
#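 THP-1 cells pretreated 1 hr with compounds (up to 57.5 uM final), then stimulated with LPS (250 ng/mL final) plus ATP (1.25 mM final); secreted IL-1B measured by AlphaLISA after 16 hr, decreased signal indicating inhibition.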
# SW480 rerep = DNA re-replication induction in SW480 cells. SW480 DNA re-replication, Hoechst DNA content imaging, 48 h. Potency, µM (titrated, usually from 46.1 µM), for the others: top-dose re-replication activation, usual class: activators. 1.8% of 340,000 active. AID 624297; also: potency is read from the fitted curve at half-maximal effect; % of control where 0% means no effect; nearly all actives have a fitted effect of over 55% in size
#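 Readout is total intensity of Hoechst-stained nuclei, excited at 405 nm and collected at 500-530 nm. Compound treatment lasted 48 hr at 37 C in 5% CO2 before staining.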
# S2 tox = cell viability loss in ATXN counter-screen | S2 cells (HEK-293 line with an ATXN2-luciferase reporter) viability, CellTiter-Fluor protease fluorescence, 24 h | 0.49% of 400,000 active | Potency, µM (top dose mostly 56.7 µM), actives largely listed as cytotoxic; also: potency is read from the fitted curve at half-maximal effect; nearly all actives have a fitted effect of over 40% in size
# HT1080 IDH1KD tx = kills HT-1080 cells with IDH1 knockdown. 2% of 360,000 active. AID 686971. Potency, µM (series often up to 46.1 µM), inactives show at the highest dose activity, negative = toxicity, actives largely listed as cytotoxic. HT-1080 IDH1 knockdown viability, ATP luminescence, 48 h;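 also: potency is read from the fitted curve at half-maximal effect; 0% = DMSO wells and -100% = cell-free medium wells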
#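 Viability of IDH1-knockdown HT-1080 fibrosarcoma cells was assessed by CellTiter-Glo after 48 h at 37 °C with titrated compound; concentration-effect curves were classified by fit quality and response size.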
# * = called active by the depositor; i = inactive; ? = inconclusive; · = not tested or not shown; & = joins results of further samples; ! = not confirmed by another sample; [ ] = dose if it differs, or a comment. Unless noted, calls follow the shape of the dose curve; as a rule, active = well fitted curve in the direction sought with a large enough effect; inconclusive = small, poorly fitted or top-dose-only effect, or another doubt; inactive = no such curve, though single readings can be large; an effect the other way counts as inactive or inconclusive. This is a random part of the collection; 8.9% or so of the library scored in one or more.
SMILES,HepG2 tox,KB-3-1 cytotox,HT1080NT lethal,ATXN2 expr inh,MCF10A rerep,IL1B secr inh,SW480 rerep,S2 tox,HT1080 IDH1KD tx
O=C1CC(c2ccco2)Cc2nc(Nc3ccc(F)cc3)ncc21 (configuration not stated),-36%,1%,-9%,5%,3%,?,-1%,i,-1%
CCOc1cc(C)nc(N2CCCC(C(=O)NCc3ccccc3F)C2)n1 (configuration not stated),-14%,-13%,2%,-31%,-2%,28,-1%,i,-12%
O=C(Nc1cc(Br)ccc1O)c1cc(-c2cccs2)on1,-3%,2%,-23%,-20%,-7%,-6,-6%,i,-6%
CCOc1cc(/C=C2/C(=N)N3OC(C)=CC3=NC2=O)ccc1OCCOc1ccccc1,-11%,-3%,-11%,-15%,28%,15,-9%,i,-12%
CC(=O)c1cccc(NC(=O)c2cccc(S(=O)(=O)N(C)C)c2)c1,7%,-22%,5%,10%,-13%,-2,-14%,i,9%
c1cc2c(cc1C1CCCCC1)c1c3n2CCN=C3CCC1,-119%,?,21µM*,-14%,16µM*,?,21µM*,i,?
CN(C)S(=O)(=O)c1cccc(C(=O)NCc2cccs2)c1,3%,8%,12%,-23%,0%,-19,14%,i,13%
Cc1ccccc1C(=O)Nc1ccc(-c2nnc(SC(C)C(=O)O)n2C)cc1 (configuration not stated),2%,4%,12%,8%,-6%,-6,-5%,i,12%
COc1cc(-n2c(=O)c3ccccc3n(CC(=O)c3ccc(F)cc3)c2=O)cc(OC)c1OC,4%,-2%,16%,-10%,-4%,-3,-70%[inhibitor],?,-4%
COc1cc(NC(=O)c2cc3c(=O)oc4ccc(C)cc4c3s2)cc(OC)c1OC,1%,4%,·,6%,·,·,·,i,·
CN(Cc1cccnc1)Cc1cn(C)nc1-c1cccc(Cl)c1,-10%&-8%,15%&-2%,0%,·,6%,0,2%,i,-1%
CC(=O)c1ccc(OCCCC(=O)Nc2ccc(S(=O)(=O)N3CCOCC3)cc2)cc1,2%,-14%,-12%,2%,8%,6,19%,i,-13%
C=CS(=O)(=O)N(Cc1ccccc1Br)[C@H](CO)CC(C)C,-47%&61%,23µM*!,-12%,?,15%,?,?,32µM*,-20%
N#Cc1ccc(CN2CCN(C(=O)CCNS(=O)(=O)c3ccc(F)c(F)c3)CC2)cc1,2%,-14%,1%[9.24 µM],-4%,-5%,28,1%,i,2%
CC1CC(OC(=O)c2ccccc2C(=O)c2ccc(Cl)cc2)C(=O)O1 (configuration not stated),8%,-1%,-3%,-8%,3%,-13,-2%,i,19%

# Compound profiles, as listed above.
# O=C(Nc1cc(Br)ccc1O)c1cc(-c2cccs2)on1 is listed with HepG2 tox: -3%; KB-3-1 cytotox: 2%; HT1080NT lethal: -23%; ATXN2 expr inh: -20%; MCF10A rerep: -7%; IL1B secr inh: -6; SW480 rerep: -6%; S2 tox: i; HT1080 IDH1KD tx: -6%
# N#Cc1ccc(CN2CCN(C(=O)CCNS(=O)(=O)c3ccc(F)c(F)c3)CC2)cc1 is listed with HepG2 tox: 2%; KB-3-1 cytotox: -14%; HT1080NT lethal: 1%[9.24 µM]; ATXN2 expr inh: -4%; MCF10A rerep: -5%; IL1B secr inh: 28; SW480 rerep: 1%; S2 tox: i; HT1080 IDH1KD tx: 2%

# More records follow.
SMILES,HepG2 tox,KB-3-1 cytotox,HT1080NT lethal,ATXN2 expr inh,MCF10A rerep,IL1B secr inh,SW480 rerep,S2 tox,HT1080 IDH1KD tx
CCOc1ccc(N(CC(=O)N2CCOCC2)S(=O)(=O)c2ccc(F)cc2)cc1,-1%,-13%,7%,-6%,0%,-9,0%,i,12%
Cc1cc(C)cc(NC(=O)c2sc3nc4n(c(=O)c3c2C)N=C(c2ccc(F)cc2)CS4)c1,6%,-2%,·,6%,·,·,·,i,·
CCCCN(Cc1cc2cc(OC)ccc2[nH]c1=O)C(=O)COc1ccccc1,14%,-2%,-2%,-3%,-3%,-5,-3%,i,0%
CCOC(=O)C1=CCC(c2ccccc2)N(S(=O)(=O)c2ccccc2)C1 (configuration not stated),-29%,-6%,-16%,-9%,·,-1,·,i,-18%
CC(C)COC(=O)N(C)C[C@@H]1OCc2cnnn2CCCC(=O)N([C@@H](C)CO)C[C@@H]1C,15%,0%,19%,-1%,·,-1,·,i,12%
CC(=O)NC1(C2CCCCC2=O)CCCCC1 (configuration not stated),-14%,-1%,1%,-3%,-2%,8,-5%,i,3%
O=C(CCS(=O)(=O)c1cccs1)Nc1ccc(C(=O)NC2CCN(Cc3ccccc3)CC2)cc1,-23%,0%,7%,·,17%,-8,0%,?,4%
CC1OC(C(C)(C)C)CC2=C1C(=O)OC(C)(C)O2 (configuration not stated),·,6%,19%,1%,·,22,·,i,-3%
COc1ccc2ccccc2c1CN1CCN(C)CC1,0%,-3%,1%,11%,-2%,3,-1%,i,-1%
N#Cc1nc(COc2ccccc2)oc1N1CCCC1,-19%,-5%,-2%,8%,8%,-12,8%,i,-13%
Cc1cc(C)cc(NC(=O)Nc2ccc(Cl)cn2)c1,-5%,17%,11%,0%,-2%,18,-11%,i,10%
Clc1ncc(CSc2ccccc2)s1,2%,0%,3%,-15%,-9%,3,-1%,i,1%
C/C(=N\NC(=O)C(=O)Nc1cccc(C(F)(F)F)c1)c1ccc(Cl)s1,-6%,10%,5%,-12%,3%,-25,-3%,i,4%
COc1cccc(C(=O)NCC(C)(C)SCc2ccc(F)cc2)c1,-19%,-15%,-1%,·,-12%,24,-1%,i,9%
COc1ccc(N(C)C(=O)CCC(=O)Nc2ccc3nc(N4CCOCC4)cc(C)c3c2)c(OC)c1,-24%,?,-28%,4%,?,-4,9%,i,-5%
CC1(S(=O)(=O)O)CC(=O)c2ccccc2C1=O (configuration not stated),-103%,?,18µM*,25µM*,?,?,15µM*,·,21µM*
O=C1CC[C@@H](CN(Cc2ccccc2)Cc2cn[nH]c2-c2cc3ccccc3o2)N1,2%,-21%,?,-18%,12%,-8,-13%,i,?
CON1C(=O)C(=O)N(OC)C2CCCCCC21 (configuration not stated),-2%,24%,25%,-2%,-1%,-1,1%,i,29%
Cc1ccc(C(=O)OCc2nc3ccccc3s2)o1,0%,3%,10%,63%[activator],7%,20,-232%[inhibitor],i,10%
COc1ccccc1C1CCN(Cc2c(C)[nH]c3ccccc23)CC1,-47%,-30%,-29%,?,1%,·,1%,i,-25%
Cc1c(NC(=O)c2nn3c(C(F)(F)F)cc(-c4ccccc4)nc3c2Br)c(=O)n(-c2ccccc2)n1C,2%,?,5%,-10%,8%,-1,-133%[inhibitor],i,20%
COc1ccc(S(=O)(=O)N2CCOC2CNC(=O)C(=O)NCc2ccc3c(c2)OCO3)cc1C (configuration not stated),0%,2%,-5%,·,·,?,·,?,-7%
COC(=O)c1ccccc1NC(=O)N1CCN(Cc2ccco2)CC1,3%,2%,20%,·,0%,3,0%,i,12%
Cc1c(C(=O)NCCO)sc2nc3n(c(=O)c12)CCC3,1%,-2%,-5%,-16%[11.3 µM],-12%,-9,?,i,-3%
O=c1ccc(=O)n(CCc2ccccn2)[nH]1,2%,2%,10%,-12%,-1%,0,-4%,i,8%
COc1ccc(CCC(=O)NCCc2csc(-c3cccc(C)c3)n2)cc1,-13%,-2%,·,?,·,·,·,i,·
O=C(NCc1ccc(F)cc1)C(c1ccco1)N(C(=O)c1csnn1)c1ccccc1 (configuration not stated),-1%,-1%,-12%,21%,-4%,-4,-1%,i,-4%
Cc1cccc(C)c1NC(=O)COC(=O)c1c(C)nn(-c2ccccc2)c1C,-8%,-10%,0%,-10%,-8%,-1,?,i,0%
Cc1ccccc1CN1C(=O)c2ccccc2S(=O)(=O)c2ccc(C(=O)OCC3CCCO3)cc21 (configuration not stated),-1%,0%,·,2%,·,·,·,i,·
CCCCCCCCN1C(=O)[C@H](CC(=O)N2CCOCC2)C[C@@]2(C(=O)OC)CCCCC=C12,·,4%,-17%,-36%,·,0,·,?,-3%
CCOC(=O)c1c(NC(=O)CSc2nc3ccccc3s2)sc(C)c1C,-13%,2%,-2%,-11%,?,-2,0%,i,-2%
O=C(CCc1nc2ccccc2c(=O)[nH]1)OCC(=O)N1CCN(S(=O)(=O)c2ccccc2)CC1,20%,7%,14%,-4%,-38%[inhibitor],18,-42%[inhibitor],i,27%
CCCCOc1ccc(C(=O)NCC(=O)N2CCN(Cc3ccc4c(c3)OCO4)CC2)cc1,2%,-12%,-12%,-20%,?,-6,-1%,i,-20%
COc1ccc(CN2CCC(C(=O)Nc3ccc(Oc4ccccc4)nc3)CC2)cc1F,-26%,?,0%,-13%,?,i,2%,i,-1%
CCCCCC(C)NC(=O)CN1C(=O)NC(C)(c2ccc3ccccc3c2)C1=O (configuration not stated),-22%,·,-16%,2%,?,-13,2%,i,0%
O=c1c2ccccc2nc(-c2ccco2)n1CCCn1ccnc1,-1%,10%,0%,5%,-8%,16,-3%,i,-19%
COc1cccc(C(=O)NN2CC(O)=C(c3nc(C)cs3)C2=N)c1,-5%,0%,1%,-1%,-3%,36,-3%,i,5%
CCOc1ccc(C(=O)Nc2ccc3nn(-c4ccc(OC)c(Cl)c4)nc3c2)cc1,0%,1%,·,-3%,·,·,·,i,·
Cc1cc(C(=O)Nc2ccc(S(=O)(=O)N3CCCC3)cc2)no1,8%,-9%,9%,-2%,-4%,13,1%,i,10%
O=C(NCCCn1ccnc1)c1cccc(S(=O)(=O)Nc2ccc(F)cc2)c1,-20%,0%,4%,2%,?,24,-7%,i,-11%
COc1ccc(C(=O)Oc2cc(C(=S)N3CCOCC3)ccc2OC)cc1,-8%,-4%,-18%,-1%,1%,-12,-3%,i,0%
CSc1ncnc2[nH]ncc12,-12%,2%,12%,23%,-9%,-1,-6%,i,15%
COC(=O)c1ccc(C2=NOC(C)(c3sc(-c4ccccc4)nc3C)C2)cc1 (configuration not stated),-2%,0%,5%,14%,3%,-7,-23%,i,9%

# High-throughput results (PubChem)
